Screening results as filed in PubChem BioAssay.
SRC3 inh – human NCOA3 inhibition | AID 588352 | HEK293 GAL4-SRC3 luciferase reporter, luminescence | inhibition, % at 3.6 µM | 0.17% of 360,000 active | Q9Y6Q9;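 active = inhibition above a per-campaign cutoff, the mean of all compounds plus 3 SD, cut at about 60% in these data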;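 also: 0% = DMSO-treated cells and 100% = gossypol-treated cells at 36 µM; higher means less SRC3-driven luciferase light from the GAL4 reporter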
EBV LMP1 NFkB – inhibitors of Epstein-Barr LMP1-induced NF-kappaB reporter | 0.69% of 350,000 active | LMP1-induced NF-kappaB luciferase reporter cells, luminescence | inhibition, % at 12.5 µM; in the data active = inhibition above about 41%; inconclusive = no clear call, values can overlap the other calls;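 also: 0% = neutral control wells and 100% = reference inhibitor control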
SRC2 inh – inhibits human steroid receptor coactivator 2. Q15596. HEK293 GAL4-SRC2 luciferase reporter, luminescence. inhibition, % at 9 µM. 0.17% of 370,000 active. AID 651957;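 active = inhibition above the mean inhibition of all tested compounds plus 3 SD, set per campaign, cut at about 52% in these data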;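 also: 0% = DMSO treated cells and 100% = cells given Gossypol at 36 µM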
Target sequence (Q15596 whole entry, looked up, the tested form may be a part): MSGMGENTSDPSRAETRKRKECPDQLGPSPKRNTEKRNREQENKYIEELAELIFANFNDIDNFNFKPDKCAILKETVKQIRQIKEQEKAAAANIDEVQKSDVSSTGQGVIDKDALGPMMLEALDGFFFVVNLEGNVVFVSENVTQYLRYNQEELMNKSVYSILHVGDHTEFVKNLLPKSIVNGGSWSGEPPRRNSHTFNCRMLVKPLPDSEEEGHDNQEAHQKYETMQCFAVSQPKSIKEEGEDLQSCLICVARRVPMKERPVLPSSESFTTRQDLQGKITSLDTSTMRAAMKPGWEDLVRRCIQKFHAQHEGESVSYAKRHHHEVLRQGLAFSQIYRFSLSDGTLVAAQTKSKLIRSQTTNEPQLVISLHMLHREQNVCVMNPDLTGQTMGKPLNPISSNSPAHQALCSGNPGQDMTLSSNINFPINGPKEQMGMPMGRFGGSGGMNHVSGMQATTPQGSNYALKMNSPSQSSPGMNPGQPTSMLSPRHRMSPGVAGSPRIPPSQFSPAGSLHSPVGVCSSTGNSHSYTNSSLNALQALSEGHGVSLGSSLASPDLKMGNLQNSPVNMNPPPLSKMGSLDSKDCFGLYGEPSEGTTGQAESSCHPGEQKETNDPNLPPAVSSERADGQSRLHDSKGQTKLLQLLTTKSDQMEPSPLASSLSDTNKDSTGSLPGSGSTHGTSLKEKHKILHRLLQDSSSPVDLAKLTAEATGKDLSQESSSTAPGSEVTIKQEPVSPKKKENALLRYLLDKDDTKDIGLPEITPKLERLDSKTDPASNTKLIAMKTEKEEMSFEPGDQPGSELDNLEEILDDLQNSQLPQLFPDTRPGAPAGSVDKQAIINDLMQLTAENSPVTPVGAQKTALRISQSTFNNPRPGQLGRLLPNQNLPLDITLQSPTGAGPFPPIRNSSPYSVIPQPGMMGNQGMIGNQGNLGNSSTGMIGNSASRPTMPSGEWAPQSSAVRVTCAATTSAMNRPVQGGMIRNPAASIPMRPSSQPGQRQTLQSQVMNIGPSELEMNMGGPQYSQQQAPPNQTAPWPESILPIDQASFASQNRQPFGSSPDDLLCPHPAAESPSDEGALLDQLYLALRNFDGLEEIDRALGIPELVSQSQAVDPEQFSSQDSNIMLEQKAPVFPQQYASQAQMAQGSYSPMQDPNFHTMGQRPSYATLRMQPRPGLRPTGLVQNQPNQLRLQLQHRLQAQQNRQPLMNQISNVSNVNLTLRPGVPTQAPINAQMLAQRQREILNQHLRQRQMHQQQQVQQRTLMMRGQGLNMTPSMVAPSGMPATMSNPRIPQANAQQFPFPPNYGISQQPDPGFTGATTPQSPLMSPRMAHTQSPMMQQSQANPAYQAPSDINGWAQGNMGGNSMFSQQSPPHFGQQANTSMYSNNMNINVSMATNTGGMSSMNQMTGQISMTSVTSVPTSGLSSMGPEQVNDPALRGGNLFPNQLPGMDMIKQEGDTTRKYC
TROY NFkB inh – blocks TROY-dependent signaling in reporter cells; Q293 LMP1-TROYcd NF-kB luciferase reporter, 4 h; inhibition, % at 10 µM; 0.98% of 360,000 active;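 active = compounds whose plate-normalised and pattern-corrected inhibition of the luciferase reporter signal at the single screening dose is 50% or more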
TRAIL sens C8 – caspase-8 TRAIL sensitization | 1% of 360,000 active | AID 624354 | inhibition (viability loss, TRAIL sensitization), % at 10 µM | NB7+C8 cells + TRAIL, ATPlite viability luminescence;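 active = compounds causing at least 50% loss of cell viability in the single-dose screen, relative to plate controls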
KKLEB tox – counter-screen for CF NF-kB inhibitors: cytotoxicity | KKLEB CF airway cells viability, ATPlite luminescence, overnight; stronger effect = lower value; cells stimulated with P. aeruginosa culture filtrate | activity change (cytotoxicity), % at 5 µM | 0.36% of 360,000 active;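 active = corrected activity change at or below -50% at 5 µM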
NCOA1 inh – human NCOA1 inhibition | Q15788 | HEK293 GAL4-SRC1 luciferase reporter, luminescence | inhibition, % at 3.6 µM | 0.12% of 360,000 active | AID 588354;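 active = inhibition above the campaign mean plus 3 SD, with each screening campaign given its own cutoff, cut at about 60% in these data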;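 also: 0% = DMSO treated cells and 100% = gossypol at 36 µM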
TWEAK-Fn14 inh – TWEAK-Fn14 signaling inhibition. 2% of 360,000 active. TWEAK-stimulated Fn14 reporter cells, luciferase luminescence, 8 h. inhibition, % at 10 µM; in the data active = inhibition above about 50%
LRH-1 inv ag – inverse agonists of human LRH-1 (NR5A2). 0.13% of 360,000 active. O00482. HEK293T StAR-luciferase reporter, LRH-1 transfected, 24 h. inhibition, % at 3.6 µM. AID 602396;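 active = inhibition above the mean inhibition of all tested compounds plus 3 SD, cut at about 73% in these data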;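 also: 0% = DMSO wells and 100% = reporter-only cells lacking LRH-1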
NR2F2 inh – NR2F2 (human) inhibition, primary screen; P24468; AID 686940; 0.7% of 370,000 active; inhibition, % at 8.6 µM; HEK293T NGFI-A luciferase reporter, luminescence;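 active = inhibition above a per-plate cutoff, mean inhibition of test wells between control levels plus 3 SD, cut at about 38% in these data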;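 also: cells cotransfected with COUP-TFII expression vector driving the NGFI-A reporter; 0% = median of COUP-TF2 test wells and 100% = reporter-only cells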
CF NFkB block – cystic fibrosis NF-kB activation inhibition | KKLEB NF-kB-GFP reporter, PAF-induced, GFP fluorescence overnight | inhibition, % at 5 µM | 0.86% of 360,000 active | AID 588850;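 active = at least 50% inhibition at 5 µM, scaled per plate between neutral and stimulator controls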;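 also: PAF is a Pseudomonas aeruginosa culture filtrate used as stimulus; plate controls were PAF-stimulated DMSO wells for no effect and unstimulated DMSO wells for full effect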
The depositor's hits bear a star; ? = inconclusive; nt = not tested or not shown.

SMILES	SRC3 inh	EBV LMP1 NFkB	SRC2 inh	TROY NFkB inh	TRAIL sens C8	KKLEB tox	NCOA1 inh	TWEAK-Fn14 inh	LRH-1 inv ag	NR2F2 inh	CF NFkB block
COc1cc(C(=O)Nc2cccc3c2CCCC3)cc(OC)c1OC	-8	-7	7	-10	-2	5	-2	-11	14	0	-19
CN(Cc1ccccc1)C(=O)c1ccc(Nc2nc(C(N)Cc3ccccc3)cs2)nc1 (configuration not stated)	-1	nt	-26	0	17	-46	1	-13	12	3	42
CSc1ncccc1C(=O)OCC(=O)NC(C)(C)C	8	-21	9	-7	2	2	4	-4	3	15	3
CCCCn1c(CCn2nc(C)c(Br)c2C)n[nH]c1=S	16	5	-28	4	-19	8	7	-10	-20	6	1
COc1cccc(CNCCNC(=O)c2nonc2N)c1	25	-3	4	12	-3	-6	-10	9	-2	23	0
CC(=O)Nc1cccc(NC(=O)CSc2nnc3ccccn23)c1	-32	-1	3	-17	-7	-9	-3	-5	-1	15	22
CCS(=O)(=O)Nc1ccc(C2=NN(C(=O)c3ccco3)C(c3ccco3)C2)cc1 (configuration not stated)	-5	-1	26	-4	9	-5	7	12	13	12	15
CN(C)CCN1CCN(C2CN(Cc3cn(Cc4cccc(C(F)(F)F)c4)nn3)S(=O)(=O)C2)CC1 (configuration not stated)	nt	nt	4	-3	-23	nt	nt	9	8	6	nt
O=C(N/N=C/c1c[nH]c2ccccc12)c1cc(Cl)ccc1O	-20	-6	-15	-38	8	6	-29	-25	-24	-13	-10
Clc1cccc(OCCN2CCN(CCOc3cccc(Cl)c3)CC2)c1	0	5	2	-14	5	-19	-17	17	-11	-24	8
O=C(Nc1ccc(F)cc1)Nc1nnc([C@@H]2C[C@H](O)[C@@H](CO)O2)s1	-12	nt	-4	-23	-2	2	6	12	-1	-19	3
Cc1nnc(NC(=O)CCN2C(=O)/C(=C\c3ccccc3)SC2=S)s1	20	-8	-29	-8	-10	-3	-6	-8	2	-6	10
Cc1ccc(NC(=O)c2ccc3c(c2)C(=O)N(c2ccccc2C)C3=O)nc1	-28	0	-3	-11	-8	4	-3	12	7	8	0
COc1ccc([C@H]2C[C@H](O)[C@@H](n3cc(C4CC4)nn3)CN2C(=O)C2CCCCC2)cc1	-4	-5	-6	-4	-11	4	10	6	-9	4	26
Cn1c(-c2sccc2OCc2cccc(C(F)(F)F)c2)n[nH]c1=S	-5	-4	16	-10	2	-2	-14	4	5	9	4
Cc1nc(-c2cccc(NC(=O)Cc3ccccc3)c2)cs1	2	-11	-9	-40	-5	-1	1	-20	-13	-4	20
Nn1cnn(Cc2ccccc2)c1=S	4	-7	1	-9	-4	9	3	9	9	-2	0
CCN(CC)S(=O)(=O)c1cccc(-c2n[nH]c(=S)n2/N=C/c2ccc(OC(F)F)cc2)c1	5	1	6	1	3	-4	6	-12	23	2	12
C/C(=N/NC(=O)c1cnccn1)c1ccncc1	2	2	-8	4	-7	4	-23	-20	-37	-24	-10
O=C(Nc1cccc(C(F)(F)F)c1)c1cc(-c2ccco2)on1	12	-8	-4	4	-16	-27	-3	-13	-11	6	6
Cc1ccc(OCCNC(=O)/C=C/c2ccccc2)cc1	-4	-13	2	-5	5	-6	6	6	14	15	9
COc1ccc(NC(=O)CSc2ccc(-c3ccco3)nn2)cc1	-32	1	14	-4	13	-16	-42	-4	21	-1	18
COc1ccc(-c2cnc3cccnn23)cn1	2	nt	1	-14	-9	-4	7	24	-37	3	5
CCNC(=S)N(CCCN(C)C)Cc1cc2cc3c(cc2[nH]c1=O)OCCO3	-4	-6	-4	7	-14	11	-3	-12	5	0	3
Cc1ccc2c(c1)c1c3n2CCN(C(=O)CN2CCN(C)CC2)C3CCC1 (configuration not stated)	-19	-14	20	-10	0	-1	-17	-3	1	-9	13

Some of these compounds in order of the CF NFkB block value, descending.
Compound,SRC3 inh,EBV LMP1 NFkB,SRC2 inh,NCOA1 inh,TWEAK-Fn14 inh,LRH-1 inv ag,NR2F2 inh,CF NFkB block
Cc1nc(-c2cccc(NC(=O)Cc3ccccc3)c2)cs1,2,-11,-9,1,-20,-13,-4,20
Clc1cccc(OCCN2CCN(CCOc3cccc(Cl)c3)CC2)c1,0,5,2,-17,17,-11,-24,8
COc1cc(C(=O)Nc2cccc3c2CCCC3)cc(OC)c1OC,-8,-7,7,-2,-11,14,0,-19

(more compounds)
SMILES	SRC3 inh	EBV LMP1 NFkB	SRC2 inh	TROY NFkB inh	TRAIL sens C8	KKLEB tox	NCOA1 inh	TWEAK-Fn14 inh	LRH-1 inv ag	NR2F2 inh	CF NFkB block
CCOC(=O)c1c(NC(=O)COc2ncnc3ccccc23)sc(C(C)=O)c1C	2	7	-9	18	9	-2	2	21	7	19	-22
COc1ccccc1N1CCN(Cc2ccsc2)CC1	7	8	0	1	-11	7	14	10	19	14	-8
Cc1cc(C)cc(N2C(N)=NC(N)=NC2c2cccc(Cl)c2)c1 (configuration not stated)	-28	-9	5	16	69*	-11	-32	18	-11	1	10
CC1(C)C(=Cc2ccccc2)C(=O)c2ccccc21	-61	-12	-22	-54	8	-13	-44	-37	-78	-49	5
Nc1c(O)cccc1C(=O)O	5	3	12	7	-6	5	-8	18	15	7	-2
COCc1ccc(CN2CCCC(CO)(Cc3ccccc3C)C2)o1 (configuration not stated)	0	-11	-18	10	6	3	13	3	-3	12	-1
O=C(c1cc2ccccc2oc1=O)N(Cc1ccc(F)cc1)C1CCS(=O)(=O)C1 (configuration not stated)	-48	-23	-69	-44	-11	5	-57	-13	-79	-41	-17
COc1ccc(CNC(=O)c2ccc(N3CCOCC3)c([N+](=O)[O-])c2)cc1	-4	5	8	1	-5	-5	-2	-2	-20	0	-24
CC(=O)N1CCN(C(=O)c2ccc3c(c2)OCO3)CC1	-7	-9	-14	4	-27	4	0	-3	-17	1	-24
CCn1c2ccccc2c2cc(C3N=C(N)Nc4nc5ccccc5n43)ccc21 (configuration not stated)	7	9	-1	3	-17	0	-18	-4	-4	0	6
O=C(O)c1cccc(-n2cccc2/C=C2\SC(=O)N(Cc3ccccc3F)C2=O)c1	16	0	-2	21	-11	8	-10	0	0	2	11
O=C(CSc1nc(-c2ccc(F)cc2)cs1)N1CCN(C(=O)c2ccco2)CC1	9	?	-16	-11	6	-3	10	-13	-12	20	3
COc1ccc(CNC(=O)CSc2nnc3c(n2)[nH]c2ccc(F)cc23)cc1	-5	-11	-5	-6	-4	-10	-3	13	1	14	6
Cc1cccc(COC[C@H](Cc2ccccc2)N2CCN(C(=O)c3ccc(C(F)(F)F)cc3)CCC2=O)c1	nt	nt	-12	3	25	nt	nt	7	3	6	nt
C[C@@H]1CN([C@@H](C)CO)C(=O)CCCn2cc(nn2)CO[C@H]1CN(C)S(=O)(=O)c1ccccc1C#N	1	-2	-5	13	-10	9	9	3	-5	-8	4
Cc1ccc(C)c(N2CCN(C(=O)C3CCC3)CC2)c1	-4	8	17	0	4	6	11	12	12	0	17
CCc1c(C)sc(NC(=O)C2CCCO2)c1C#N (configuration not stated)	18	-9	-52	-14	10	1	-23	11	-3	-16	-7
COc1ccc2[nH]c(=O)c(CN(Cc3cccs3)C(=S)NCC3CCCO3)cc2c1 (configuration not stated)	3	1	-24	-9	-17	11	10	10	-9	12	-18
N#Cc1cn(CC(=O)N2CCc3ccccc3C2)c2ccccc12	-18	-13	17	28	-5	3	9	-1	5	3	18
Cc1cnc(C(=O)OCC(=O)N(Cc2ccccc2)C(C)C)cn1	11	-6	-26	9	-9	4	-16	1	14	-23	-4
CC(C)(C)C(=O)Cn1c[n+](N)cn1	16	1	11	-6	-4	-13	-5	11	7	9	22
O=C(CCCn1cc([N+](=O)[O-])cn1)N1CCCCC1	14	-7	12	-18	16	4	-29	2	-17	-8	-33
O=C(c1ccco1)N(Cc1ccccc1)Cc1ccccn1	11	-5	1	8	-1	-4	-21	2	1	11	31
Cc1cc(Nc2ccccc2C(=O)O)n2ncnc2n1	-6	-4	2	-6	-14	-6	-4	-2	-12	-4	-11
COc1ccccc1NC(=O)Nc1nnc([C@H]2C[C@H](O)[C@@H](CO)O2)s1	-12	nt	-20	-9	-1	2	-8	6	8	5	-17

Given with two lines to a compound: part of the list above
Results follow in this order: SRC3 inh, EBV LMP1 NFkB, SRC2 inh, TROY NFkB inh, TRAIL sens C8, KKLEB tox, NCOA1 inh, TWEAK-Fn14 inh, LRH-1 inv ag, NR2F2 inh, CF NFkB block
COc1ccc(CNC(=O)c2ccc(N3CCOCC3)c([N+](=O)[O-])c2)cc1
  -4, 5, 8, 1, -5, -5, -2, -2, -20, 0, -24
CC(=O)N1CCN(C(=O)c2ccc3c(c2)OCO3)CC1
  -7, -9, -14, 4, -27, 4, 0, -3, -17, 1, -24
CCn1c2ccccc2c2cc(C3N=C(N)Nc4nc5ccccc5n43)ccc21 (configuration not stated)
  7, 9, -1, 3, -17, 0, -18, -4, -4, 0, 6
O=C(O)c1cccc(-n2cccc2/C=C2\SC(=O)N(Cc3ccccc3F)C2=O)c1
  16, 0, -2, 21, -11, 8, -10, 0, 0, 2, 11
O=C(CSc1nc(-c2ccc(F)cc2)cs1)N1CCN(C(=O)c2ccco2)CC1
  9, ?, -16, -11, 6, -3, 10, -13, -12, 20, 3

(next part)
SMILES	SRC3 inh	EBV LMP1 NFkB	SRC2 inh	TROY NFkB inh	TRAIL sens C8	KKLEB tox	NCOA1 inh	TWEAK-Fn14 inh	LRH-1 inv ag	NR2F2 inh	CF NFkB block
O=C(NCc1ccco1)C1CC(c2cc(C(F)(F)F)cc(C(F)(F)F)c2)=NO1 (configuration not stated)	1	6	10	10	19	-4	9	-2	30	10	26
O=C1COc2ccc(NC(=O)N3CCN(c4ccc(F)cc4)CC3)cc2N1	5	7	-9	-4	10	12	-2	-20	-3	4	1
N/C(=N\N=C\c1ccc([N+](=O)[O-])cc1)c1nonc1N	-79	-23	-27	-64	-3	-2	-97	-31	-80	-54	-2
Cc1ccc2nc(SC(C)C(=O)N3CCCC3)[nH]c2c1 (configuration not stated)	-14	-14	-44	-17	-3	6	-36	8	-19	-4	-2
COc1ccc(C(=O)Nc2ccnn2C2CCN(C(=O)CCC(F)(F)F)CC2)cc1	10	-10	5	-33	-15	12	-4	-29	-23	-25	7
CCCCN1C(=S)SC(C)(C)C1/[N+]([O-])=C/c1cccnc1 (configuration not stated)	-3	0	5	8	5	0	-5	1	-13	-5	-2
